High-throughput results from PubChem BioAssay.
MrgX1 ag: agonists of human MrgX1 receptor, primary screen, HEK293 cells, Fluo-4 calcium flux; AID 588627, 2011; 0.44% of 310,000 active; B-score at 10 µM; Fluo-4 calcium fluorescence, agonist mode; stronger effect = higher value;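 active = calcium response B-score plate-corrected fluorescence ratio at least 3 library SD, with starting fluorescence B-score inside 5 SD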
Target sequence (Q96LB2 whole entry, looked up): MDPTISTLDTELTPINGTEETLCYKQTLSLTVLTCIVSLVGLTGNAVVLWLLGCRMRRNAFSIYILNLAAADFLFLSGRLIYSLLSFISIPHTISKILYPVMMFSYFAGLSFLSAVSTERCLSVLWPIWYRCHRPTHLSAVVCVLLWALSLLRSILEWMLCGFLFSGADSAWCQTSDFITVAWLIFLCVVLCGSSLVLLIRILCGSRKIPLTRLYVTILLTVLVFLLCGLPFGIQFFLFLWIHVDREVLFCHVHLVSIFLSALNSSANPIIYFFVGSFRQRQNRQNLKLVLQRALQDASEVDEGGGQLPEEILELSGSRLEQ
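Material: MrgX1-expressing HEK293 cells / Dosing: compound as first of three additions / Incubation: overnight seeding, then 1 h dark dye loading / Signal: Fluo-4 NW calcium fluorescence / Evaluation: B-scored fluorescence response ratio / Benchmarks: positive and negative control wells on each plate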
HIF activator: HIF pathway transcriptional activators, primary screen, cell-based, U2OS HRE-luciferase, luminescence. U2OS HRE-luciferase reporter; normalized: DMSO 0%, desferrioxamine 100%. activation, % at 7.5 µM (by protocol). 0.32% of 300,000 active;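 active = mean activation of at least 10% of the iron chelator positive control signal, with at least half of replicates also reaching 10%; inconclusive = mean and replicate majority disagree about reaching 10%; inactive = mean and most replicates under 10%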
RGS4 inh: RGS4 inhibitors, primary screen, cell-based, HEK293 M3R inducible RGS4, calcium flux; Regulator of G-protein signaling 4 (Homo sapiens), P49798; Fluo-4 calcium flux; stronger effect = higher value; triggered by carbachol at its EC20; B-score at 10 µM; 0.45% of 310,000 active; AID 463165, 2010;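 active = B-score, a plate-corrected calcium signal, over three deviations above library mean, with baseline fluorescence within five deviations of library mean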;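 also: RGS4 expression induced by doxycycline in cells with stable M3 receptor; B-score is computed from the integrated fluorescence ratio over baseline after carbachol; higher B-score means a larger calcium signal and so more RGS4 inhibition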
Target sequence (P49798 whole entry, looked up): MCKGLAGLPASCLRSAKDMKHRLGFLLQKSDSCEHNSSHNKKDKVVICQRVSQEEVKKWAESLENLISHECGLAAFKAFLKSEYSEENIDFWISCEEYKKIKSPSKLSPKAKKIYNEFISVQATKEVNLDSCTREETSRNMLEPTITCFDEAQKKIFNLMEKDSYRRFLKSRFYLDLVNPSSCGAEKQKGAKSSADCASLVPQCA
TRPC6 inh: mouse TRPC6 channel inhibitors, primary screen, cell-based, HEK293, membrane potential dye. 1.1% of 310,000 active. ACh-evoked depolarization; stronger effect = lower value. B-score at 10 µM;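 active = B-score under library mean minus 3 SD, initial fluorescence not abnormally high, positive integrated signal ratio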;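 also: B-score derived from integrated fluorescence ratio over the kinetic read; more negative B-score means stronger inhibition of depolarization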
TRPC4 inh: inhibitors of mouse TRPC4 channel, primary screen, Fluo4 calcium, HEK293 TRPC4beta/mu-opioid cells; AID 2247, 2010; DAMGO-evoked Fluo4 calcium flux; stronger effect = lower value; 0.39% of 300,000 active; B-score at 10 µM; Short transient receptor potential channel 4 (Mus musculus), Q9QUQ5;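 active = B-score over 3 SD under the library average, no early fluorescence shift, positive overall ratio signal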
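test system = HEK293 cells with stable TRPC4beta plus mu-opioid receptor expression | detection = Fluo4 Ca2+ flux fluorescence | read-out = integrated fluorescence ratio relative to baseline, converted to per-well B score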
TRPC6 activator: mouse TRPC6 channel activators, primary screen, cell-based, HEK293, membrane potential dye. Short transient receptor potential channel 6 (Mus musculus), Q61143. HEK293-TRPC6 membrane potential dye fluorescence; stronger effect = higher value. B-score at 10 µM. 0.13% of 310,000 active;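 active = B-score of the integrated fluorescence ratio above library mean plus 3 SD, and starting fluorescence ratio within library mean plus 5 SD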;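 also: higher score means more depolarization so channel activation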
MrgX1 antagonist: antagonists of human MrgX1 receptor, primary screen, HEK293 cells, Fluo-4 calcium flux. 1.3% of 310,000 active. BAM8-22 antagonism; stronger effect = lower value. B-score at 10 µM. AID 588676, 2011;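 active = calcium-response B-score plate-corrected more than 3 library SD below zero, starting fluorescence within 5 deviations, no agonist response on first addition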;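 also: peak minus trough fluorescence over baseline after final BAM8-22 challenge near maximal dose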
SKKanGAS inh: S. pyogenes SKKanGAS growth inhibitors in kanamycin, primary screen, streptokinase expression inhibitor project, SKKanGAS strain, BacTiter-Glo luminescence | 6 h | inhibition, % at 7.5 µM | 1.3% of 300,000 active | AID 1662, 2009;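 active = mean replicate score, as percent of positive control median, at least 50; inconclusive = mean below 50 but one replicate at or above 50; inactive = mean and every replicate below 50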;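 also: strain carries kanamycin resistance gene driven by streptokinase promoter and grows in 40 µg/ml kanamycin; loss of luminescence reflects streptokinase promoter inhibition or plain growth inhibition; 0% = median of DMSO wells and 100% = positive control at its reference dose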
MrgX1 PAM: positive allosteric modulators of MrgX1, primary screen, HEK293 cells, Fluo-4 calcium flux; Mas-related G-protein coupled receptor member X1 (Homo sapiens), Q96LB2; FDSS; stronger effect = higher value; B-score at 10 µM; 0.63% of 310,000 active;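 active = plate-corrected calcium response at least 3 library SD above typical, normal starting fluorescence, not activating the receptor alone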;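 also: compound read alongside a low EC10 to EC30 dose of BAM8-22 agonist; peak minus trough fluorescence over baseline measured at the second addition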
RGS4 pot: RGS4 potentiators or activators, primary screen, cell-based, HEK293 M3R inducible RGS4, calcium flux. carbachol calcium flux Fluo4; stronger effect = lower value. B-score at 10 µM. 0.92% of 310,000 active. AID 463111, 2010;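 active = B-score of the integrated calcium signal more than 4 SD below the library mean, with starting fluorescence not abnormally high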;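 also: negative B-score means reduced calcium response which marks RGS4 activation or potentiation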
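Assay system: Inducible-RGS4 HEK293 cells carrying M3 receptor | Schedule: Compound preincubation 20 min at room temperature before agonist | Signal: Kinetic calcium fluorescence imaging with Fluo4-AM dye, 2 µM | Read-out basis: B score from integrated fluorescence ratio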
Platelet DG rel: inhibitors of platelet dense granule secretion, primary screen, cell-based, MLPCN, human platelets. human platelet-rich plasma, SFLLRN dense granule ATP release, luminescence. inhibition, %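 (compounds screened at 7.5 µM in platelet-rich plasma)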. 0.22% of 300,000 active. AID 1663, 2009;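 active = mean replicate score, as percent of positive control, at or above 50; inconclusive = mean below 50 but at least one replicate at or above 50; inactive = mean and every replicate below 50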
* hit, by the source's call; i = inactive; ? = inconclusive; nt = not tested or not shown; & = joins results of further samples.

SMILES | MrgX1 ag | HIF activator | RGS4 inh | TRPC6 inh | TRPC4 inh | TRPC6 activator | MrgX1 antagonist | SKKanGAS inh | MrgX1 PAM | RGS4 pot | Platelet DG rel
CC(C)COC(=O)c1ccccc1C(=O)OCC(C)C | i | 0.0 | i | i | i | i | i | 0 | i | i | -1
CN1C(=O)NC(=O)/C(=C\c2ccc([N+](=O)[O-])o2)C1=O | i | -0.9 | i | i | i | i | i | -8 | i | i | 1
O=c1cccc2n1CC1CC2CN(C(c2cccc(F)c2)c2sc3ncnn3c2O)C1 (stereo not drawn) | i | 0.0 | i | i | i | i | i | -5 | i | i | -2
CC12CN3CC(C)(CN(C1)C3c1ccncc1)C2=O (stereo not drawn) | i | -0.4 | i | i | i | i | i | -1 | i | i | 3
CN1CC(C(=O)c2ccccc2)C(c2ccccc2)C1 (stereo not drawn) | i | -16 | i | i | i | i | i | -2 | i | i | 1
COc1ccc(N2C(=O)NC(=O)/C(=C\c3cn(CC(=O)N4CCOCC4)c4ccccc34)C2=O)c(OC)c1 | i | -0.1 | 8.7* | i | i | i | i | -2 | i | i | 1
COC(=O)[C@H]1C[C@@H]1[C@H](NP(=O)(c1ccccc1)c1ccccc1)c1ccccc1 | i | -0.8 | i | i | i | i | i | 4 | i | i | 8
COC(=O)C1=C(c2ccc(S(C)(=O)=O)cc2)C[C@@H]2CC[C@H]1N2C(=O)NCCCOC(C)C | i | 0.0 | i | i | i | i | i | -3 | i | i | 0
CC(Cc1ccccc1)NCCC(=O)NC(C)Cc1ccccc1 (stereo not drawn) | i | -0.6 | i | i | i | i | i | 1 | i | i | 0
COc1cc(C(CN)CC(=O)O)ccc1O (stereo not drawn) | i | -0.5 | i | i | i | i | i | 4 | i | i | 8
O=C1NC(=O)N(c2ccccc2)C(=O)/C1=C/c1ccc(Sc2ccccc2)o1 | i | 0.2 | i | i | i | i | i | -1 | i | i | -1
N#CC1(c2ccccc2)CCN(C2CC(=O)N(c3ccc4c(c3)OCO4)C2=O)CC1 (stereo not drawn) | i | -0.6 | i | i | i | i | i | 0 | i | i | 2
CCCCn1c(=O)c(C(=O)NCCc2ccccc2)c(O)c2ccccc21 | i | -0.1 | i | i | i | i | i | 54* | 8.1* | i | 0
CCOc1c(Cl)cc(CNCCc2c[nH]c3ccccc23)cc1OC | i | -0.2 | i | i | i | i | i | -7 | i | i | -5
Fc1cccc(C2NCc3ccccc3-n3cccc32)c1 (stereo not drawn) | i | 1.1 | i | i | i | i | i | -1 | i | i | -1
c1cncc(C2CCCCN2Cc2ccc3c(c2)OCO3)c1 (stereo not drawn) | i | 0.8 | i | i | i | i | i | 1 | i | i | -2
O=c1c2ccccc2nc(-c2ccccc2)n1-c1nccs1 | i | -0.7 | i | i | i | i | i | 1 | i | i | 21
CCOc1cc(CNCCc2c[nH]c3ccccc23)cc(Cl)c1OC | i | 0.8 | i | i | i | i | i | 2 | i | i | -6
Cc1nn(Cc2ccccc2)c(Cl)c1C(=O)OC(C)C(=O)Nc1ccc(F)cc1Cl (stereo not drawn) | i | -0.2 | i | i | i | i | i | 10 | i | i | 8
CCC(C)N=Cc1c(O)n(-c2ccccc2)c(=O)[nH]c1=O (stereo not drawn) | i | -0.3 | i | i | i | i | i | -4 | i | i | 12
c1ccc2c(CN3CCCCCCC3)c[nH]c2c1 | i | -0.1 | i | i | i | i | i | -3 | i | i | -1
O=C(CN1CCCCC1)NCC(=O)Nc1ccc(Br)cc1C(=O)c1ccccc1 | i | -0.5 | i | i | i | i | i | 2 | i | i | -1
CCc1nc2ccccc2c(=O)n1-c1ccc2ccccc2c1 | i | -0.1 | i | i | i | i | i | -3 | i | i | -5
Cn1c(O)c(C=Nc2cccc(C(F)(F)F)c2)c(=O)n(C)c1=O | i | 0.8 | i | i | i | i | i | 0 | i | i | -4
Cc1c(NP(=O)(C(C)(C)C)C(C)(C)C)c(=O)n(-c2ccccc2)n1C | i | -0.1 | i | i | i | i | i | 13 | i | i | 6
O=[N+]([O-])/C=C1\NCCN1Cc1ccc(Cl)nc1 | i | -0.1&0.0 | i | i | i | i | i | -1&-9 | i | i | 3&3
N[C@@H](CCl)C(=O)O | i | 0.0 | i | i | i | i | i | -3 | i | i | -3
CCOc1ccccc1OCC(=O)Nc1ccc(Cl)cc1C(=O)c1ccccc1 | i | 0.1 | i | i | i | i | i | 9 | i | i | 1
Cc1nc2ccccc2c(=O)n1-c1ccc(F)cc1F | i | -0.3 | i | i | i | i | i | 3 | i | i | -8
O=c1[nH]c(=O)n(Cc2ccccc2)c(O)c1/C=C1\C=Nc2ccccc21 | i | -1.0 | i | i | i | i | i | -8 | i | i | 3
CCOP(=S)(OCC)N1CCOCCOCCN(P(=S)(OCC)OCC)CCOCCOCC1 | i | 1.4 | i | i | i | i | i | -12 | i | i | -1
CCOC(=O)c1c(C)n(C(C)C)c2ccc(OC)cc12 | i | 0.4 | i | i | i | i | i | -6 | i | i | 5
C[n+]1c(-c2ccccc2)cc(-c2ccc(O)cc2)cc1-c1ccccc1 | i | -0.6 | i | i | i | i | i | 1 | i | i | 4
Nc1c(C(=O)NC2CCCC2)c2nc3ccccc3nc2n1CC1CCCO1 (stereo not drawn) | i | -0.9 | i | i | i | i | i | 12 | i | i | -1
Cc1cc(Cc2c(O)[nH]c(=S)[nH]c2=O)ccc1OC(C)C | i | 0.8 | i | i | i | i | i | 0 | i | i | -6
CC(=O)N1N=C2C3CCN(CC3)C2C1c1ccc(F)cc1 (stereo not drawn) | i | 0.1 | i | i | i | i | i | 2 | i | i | 9
COc1ccccc1-n1c(O)c(C=NCCN2CCNCC2)c(=O)[nH]c1=O | i | 0.0 | i | i | i | i | i | -4 | i | i | 20
CCc1ccc(N2C(=O)NC(=O)/C(=C/c3cccn3CCOc3ccc(C)cc3)C2=O)cc1 | i | 0.4 | i | i | i | i | i | -4 | i | i | 15
CC(C(N)=O)N1CC(c2ccccc2)CC1=O (stereo not drawn) | i | 0.2 | i | i | i | i | i | 3 | i | i | 3
O=C(NC1CONC1=O)OCC(Cl)(Cl)Cl (stereo not drawn) | i | -0.2 | i | i | i | i | i | 5 | i | i | 1
COc1cc(CN2CCCC(C(=O)c3sccc3C)C2)cc(Cl)c1O (stereo not drawn) | i | -1.9 | i | i | i | i | i | -10 | i | i | 0
Cc1cc(OC(=O)N(C)C)n(-c2ccccc2)n1 | i | -3.1 | i | i | i | i | i | 3 | i | i | 9
CC(=O)N1CCC(N2CCCC(C(=O)c3cccc(Cl)c3)C2)CC1 (stereo not drawn) | i | -0.3 | i | -5.7* | i | i | i | -9 | i | -10* | 0
Cc1nn(Cc2ccccc2)c(Cl)c1C(=O)NC1CCCc2ccccc21 (stereo not drawn) | i | 0.1 | i | i | i | i | i | 32 | i | i | -1
O=C(c1cc2ccccn2n1)N1CCC2(CC1)OCCO2 | i | -0.2 | i | i | nt | i | i | -3 | i | i | 14
CCOc1ccc(-n2c(O)c(/C=C3\C=Nc4ccccc43)c(=O)[nH]c2=O)cc1 | i | -31 | i | i | i | i | i | 5 | i | i | -3
O=C(Nc1ccc2ccccc2c1)N1C[C@H]2C[C@@H](C1)c1cccc(=O)n1C2 | i | 0.1 | i | i | i | i | i | 3 | i | i | -2
O=C(O)c1cn(Cc2ccccc2)nc1-c1ccccc1 | i | -0.2 | i | i | i | i | i | 1 | i | i | 2

Random excerpt: 3 compounds from above, in no set order.
SMILES | MrgX1 ag | HIF activator | RGS4 inh | TRPC6 inh | TRPC4 inh | TRPC6 activator | MrgX1 antagonist | SKKanGAS inh | MrgX1 PAM | RGS4 pot | Platelet DG rel
O=C(O)c1cn(Cc2ccccc2)nc1-c1ccccc1 | i | -0.2 | i | i | i | i | i | 1 | i | i | 2
CCOc1c(Cl)cc(CNCCc2c[nH]c3ccccc23)cc1OC | i | -0.2 | i | i | i | i | i | -7 | i | i | -5
O=c1[nH]c(=O)n(Cc2ccccc2)c(O)c1/C=C1\C=Nc2ccccc21 | i | -1.0 | i | i | i | i | i | -8 | i | i | 3

More results.
SMILES | MrgX1 ag | HIF activator | RGS4 inh | TRPC6 inh | TRPC4 inh | TRPC6 activator | MrgX1 antagonist | SKKanGAS inh | MrgX1 PAM | RGS4 pot | Platelet DG rel
Cc1cc(C(=O)Nc2ccc3c(c2)OCCO3)nn1C(C)(C)C | i | 2.2 | i | i | i | i | i | -5 | i | i | -6
CC1=[N+]([O-])C2(N)CCc3nonc3C2(O)C1 (stereo not drawn) | i | 0.4 | i | i | i | i | i | -8 | i | i | 4
O=C(c1ccccc1)C1NC1c1ccccc1 (stereo not drawn) | i | 1.6 | i | i | i | i | i | 6 | i | i | 3
CCCNc1nc(OC)nc(N2CC3CC(C2)c2cccc(=O)n2C3)n1 (stereo not drawn) | i | -0.4 | i | i | i | i | i | 0 | i | i | 5
CCNCC1(c2ccc(OC)c(OC)c2)CCCC1 | i | 0.1 | i | i | i | i | i | 1 | i | i | 2
O=c1[nH]c(=O)n(-c2ccccc2)c(O)c1/C=C/C=Nc1ccccc1 | i | 0.0 | i | i | i | i | i | -4 | i | i | -11
O=c1[nH]c(CN2CC=C(c3ccccc3)CC2)nc2scc(-c3cccs3)c12 | i | -0.3 | i | i | i | i | i | ? | i | i | 3
C=C1C/C(=C/C)C(=O)O[C@@H]2CCN3CC=C(COC(=O)[C@]1(C)O)[C@H]23 | i | -2.3 | i | i | i | i | i | nt | i | i | 0

The list is partial; the hit share may differ from the screen's.
